B2AR arrestin: recruits beta-arrestin to the human beta2-adrenergic receptor; actives 0.02% (n = 330,000); Potency, µM (series often up to 46.1 µM), for the others: top-dose activation, most hits filed as activators; AID 492947; beta-arrestin recruitment to beta2AR, cell-based reporter;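 note: potency is the fitted concentration of half-maximal effect; 0% = DMSO controls and full agonism = EC100 isoproterenol or metaproterenol; nearly all actives have a fitted effect of over 65% in size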
ELG1 DNA repair: ELG1-dependent DNA repair inhibition. HEK293T ELG1-luciferase reporter, luminescence, 16 h; DNA damage induced by 5-fluorouridine. actives 2.3% (n = 330,000). Potency, µM (top dose mostly 46.1 µM), without a hit: at the top dose activity change, negative = inhibition, actives largely listed as inhibitors. AID 504467; note: potency is the fitted concentration of half-maximal effect; % is set by controls: 0 for no effect and ±100 for the full control effect; nearly all actives have a fitted effect of over 55% in size
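Reporter activity after DNA damage by 5-fluorouridine is monitored. Compound-treated cells incubate 16 hr at 37 °C, then ONE-Glo is added for 30 min before luminescence reading.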
USP2a inh: USP2a (human) protease inhibition. Potency, µM (doses to about 38.3 µM), without a hit: at the highest dose activity change, negative = inhibition, most hits filed as inhibitors. USP2 core, Ub-CHOP2 coupled fluorogenic reporter, 485/531. actives 0.01% (n = 330,000). O75604;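 note: potency is the fitted concentration of half-maximal effect; plate controls were DMSO wells for no effect and full inhibition by NEM control for full effect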
Target sequence (O75604 whole entry, looked up): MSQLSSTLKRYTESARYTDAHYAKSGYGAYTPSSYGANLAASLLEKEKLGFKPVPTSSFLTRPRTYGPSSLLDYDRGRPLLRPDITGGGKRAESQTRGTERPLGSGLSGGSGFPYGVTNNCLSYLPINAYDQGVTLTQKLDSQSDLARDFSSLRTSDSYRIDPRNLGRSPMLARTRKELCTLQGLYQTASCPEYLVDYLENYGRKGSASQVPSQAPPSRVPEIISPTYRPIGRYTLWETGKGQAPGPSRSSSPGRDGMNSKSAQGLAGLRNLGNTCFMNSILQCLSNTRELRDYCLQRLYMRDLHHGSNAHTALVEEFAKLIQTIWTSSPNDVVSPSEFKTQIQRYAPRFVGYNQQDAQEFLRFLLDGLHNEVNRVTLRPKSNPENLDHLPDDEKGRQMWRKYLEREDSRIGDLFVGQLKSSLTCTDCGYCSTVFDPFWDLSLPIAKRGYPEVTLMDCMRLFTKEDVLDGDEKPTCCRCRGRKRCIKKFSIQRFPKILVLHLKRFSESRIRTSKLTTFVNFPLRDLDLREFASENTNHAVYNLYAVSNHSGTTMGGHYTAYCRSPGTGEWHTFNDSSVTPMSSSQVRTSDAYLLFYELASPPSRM
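Deubiquitinase activity read as fluorescence (485/531 nm) after Ub-CHOP2 cleavage activates the enterokinase reporter on its substrate; USP2 core 10nM, Ub-CHOP2 and substrate 25nM each, 30min compound preincubation then 60min RT; data normalized to NEM, curves fitted.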
PTAP TSG101 blk: blocks PTAP/TSG101 interaction to inhibit HIV-1 budding; Q99816; Fluorescence polarization, FITC-PTAP peptide / Tsg101 binding; Potency, µM (doses to about 115 µM), without a hit: at the highest dose activity change, negative = inhibition, most hits filed as inhibitors; 340,000 tested, under 10 active; active = well fitted inhibition curve with a large enough effect in the main read-out, with a control signal flat, not every such curve was filed as active; inconclusive = small, poorly fitted or top-dose-only effect, or effect the other way, or a change in a side signal; inactive = no such curve, though single readings can be large or run the other way; note: potency is the fitted concentration of half-maximal effect; % of control where 0% means no effect
Target sequence (Q99816 whole entry, looked up): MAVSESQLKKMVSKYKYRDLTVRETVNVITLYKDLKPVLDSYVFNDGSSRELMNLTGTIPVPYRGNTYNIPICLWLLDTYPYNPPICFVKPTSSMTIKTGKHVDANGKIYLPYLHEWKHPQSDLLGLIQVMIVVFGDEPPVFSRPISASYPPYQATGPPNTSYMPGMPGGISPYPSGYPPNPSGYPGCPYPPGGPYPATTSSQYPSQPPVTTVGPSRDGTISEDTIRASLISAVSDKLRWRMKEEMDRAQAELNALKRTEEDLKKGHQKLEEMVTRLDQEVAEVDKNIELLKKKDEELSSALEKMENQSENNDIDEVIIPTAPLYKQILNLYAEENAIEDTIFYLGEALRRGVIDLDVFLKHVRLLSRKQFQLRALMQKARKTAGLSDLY
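Tsg101 binding domain (10 uM final) was mixed with compound and a FITC-labeled PTAP peptide (50 nM final) in HEPES pH 7.5 buffer with NaCl, Tween 20, EDTA and TCEP; fluorescence polarization was read after 20 min at r.t.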
uPA surface inh: blocks generation of uPA at the cell surface; cell surface uPA generation assay, qHTS; Potency, µM (highest dose often 38.3 µM), without a hit: top-dose activity change, negative = inhibition, hits mostly inhibitors; AID 540303; actives 0.31% (n = 330,000); active = well fitted inhibition curve with a large enough effect; inconclusive = small, poorly fitted or top-dose-only effect; inactive = no such curve, though single readings can be large or run the other way; tested in mouse RAW 264.7 cells; note: potency is the fitted concentration of half-maximal effect; % is set by controls: 0 for no effect and ±100 for the full control effect; nearly all actives have a fitted effect of over 55% in size
Eya2 phos inh: blocks the phosphatase activity of human Eya2 | O00167 | actives 0.006% (n = 330,000) | Potency, µM (series often up to 76.9 µM), without a hit: at the highest dose activity, negative = inhibition, actives largely listed as inhibitors | recombinant Eya2, OMFP fluorescence dephosphorylation (OMFP is methylfluorescein phosphate); note: potency is the fitted concentration of half-maximal effect; % is set by controls: 0 for no effect and ±100 for the full control effect
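Eya2 (0.2 uM) preincubated 10 min at ambient with compound, then OMFP substrate added at 50 uM; 10 min reaction in 50 mM HEPES pH 7.5, 50 mM NaCl, 5 uM MgCl2, 0.05% BSA, 1 mM DTT. Fluorescence read at Ex 485/Em 525 nm.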
TCR activator: activates T cell receptor signaling; AID 504894; primary human leukocytes, anti-CD3, IL-2 HTRF, 48 h; Potency, µM (top dose mostly 9.22 µM), inactives show at the highest dose activation of IL-2 secretion, actives largely listed as activators; 330,000 tested, under 10 active; note: % of control where 0% means no effect
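Primary human leukocytes were stimulated with a-CD3 beads plus compounds for 48 hr without co-stimulation; secreted IL-2 was quantified by HTRF using a-IL-2-K (europium cryptate) and a-IL-2-d2, excited at 320nm with acceptor emission read at 665nm.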
TSHR antagonist: blocks TSH signaling through the human TSH receptor; P16473; TSHR-expressing cells, TSH-stimulated cAMP HTRF, 2 h; stronger effect = lower value; activity change, negative = inhibition, % at 11.5 µM; actives 0.2% (n = 330,000);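 active = activity change below a set negative limit, meaning inhibition stronger than a set level, cut at about -70% in these data; inconclusive = activity change between two set negative limits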; note: % is set by controls: 0 for no effect and ±100 for the full control effect
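Antagonism was scored as loss of TSH-driven cAMP in TSHR cells, stimulated with 4nM TSH (EC80) for 2 hours at 37 deg C and detected by homogeneous HTRF competition immunoassay.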
BCR signal inh: chronic active BCR signaling inhibition | ABC-DLBCL IkBa-CBG/CBR reporter, luminescence ratio, 4 h | actives 0.05% (n = 340,000) | Potency, µM (top dose mostly 46.1 µM), for inactives: top-dose ratio change, negative = lower green/red ratio, actives largely listed as inhibitors; active = well fitted inhibition curve with a large enough effect in the signal ratio, with a control signal flat, not every such curve was filed as active; inconclusive = small, poorly fitted or top-dose-only effect, or effect the other way, or a change in a side signal; the % refers to the signal ratio;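 note: potency is the fitted concentration of half-maximal effect; plate controls were basal doxycycline-induced cells for no effect and cells given 10 µM MG132 for full effect; MG132 reads +100%, hits lower the ratio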
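Doxycycline induced both beetle luciferases in TMD8 lymphoma cells; IKK-driven degradation limits the IkappaBalpha-fused green signal, while red luminescence normalises for cell number and nonspecific effects. Compounds tested up to 46 uM, 4 hrs.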
Mito fusion act: inhibitors of mitochondrial division or activators of mitochondrial fusion | S. cerevisiae fusion-defective mutant growth rescue, CellTiterGlo 48 h | Potency, µM (doses to about 46.1 µM), for the others: top-dose growth rescue (activation), usual class: activators | actives 0.23% (n = 320,000);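 note: potency is the fitted concentration of half-maximal effect; % of control where 0% means no effect; nearly all actives have a fitted effect of over 45% in size; temperature-sensitive fusion mutants such as fzo1-1 at 37 °C on non-fermentable ethanol glycerol medium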
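Read-out: ATP-based luminescence (CellTiterGlo, 10 min ambient) reporting growth of fusion-defective ts yeast after 48 hours at 37C on glycerol/ethanol YPEG medium in the presence of compound.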
Tb PFK inh: T. brucei PFK enzyme inhibition; O15648; T. brucei PFK, ADP-Glo luminescence; Potency, µM (top dose mostly 57.5 µM), inactives show top-dose activity, negative = inhibition, hits mostly inhibitors; actives 0.17% (n = 330,000);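 note: potency is the fitted concentration of half-maximal effect; 0% = uninhibited 1x PFK enzyme wells and -100% = no-enzyme wells; nearly all actives have a fitted effect of over 60% in size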
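Luminescent ADP detection (ADP-Glo, two-step: ATP depletion then ADP-to-ATP conversion for luciferase) reported PFK activity after 45 min room-temperature reaction of 1.25 nM enzyme with 0.5 mM F6P and 0.1 mM ATP at pH 8.0.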
* = called active by the depositor; ? = inconclusive; nt = not tested or not shown; [ ] = another dose, or the depositor's remark. Unless noted, calls come from the whole dose curve; as a rule, active = well fitted curve in the direction sought with a large enough effect; inconclusive = small, poorly fitted or top-dose-only effect, or another doubt; inactive = no such curve, though single readings can be large; an effect the other way counts as inactive or inconclusive.

SMILES	B2AR arrestin	ELG1 DNA repair	USP2a inh	PTAP TSG101 blk	uPA surface inh	Eya2 phos inh	TCR activator	TSHR antagonist	BCR signal inh	Mito fusion act	Tb PFK inh
CCOC(=O)C(=CNc1cc(Cl)c(-c2ccco2)c(Cl)c1)C(=O)OCC	5.1%	21µM*	0%	-11%	14%	-24%	-4%	-23	?	0%	1%
COc1ccc(-c2n[nH]c3c2CN(C(=O)c2ccccc2)CC3)cc1	0.3%	-2%	1%	-3%	-5%	-9%	6%	4	-18%	?	5%
CC(=O)C1=C(O)C(=O)N(Cc2ccccc2)C1c1ccc(F)cc1 (configuration not stated)	-0.8%	-4%	0%	0%	-12%	1%	0%	-9	0%	10%	2%
COc1ccc(NS(=O)(=O)NC(=O)c2c(C)n(C)c3ccccc23)cc1	-0.6%	29%	2%	-4%	-19%	-5%	-6%	16	?	-11%	-6%
Cc1cccc(Nc2c([N+](=O)[O-])c(=O)n(C)c3ccccc23)c1	-0.3%	3%	4%	0%	-5%	0%	1%	8	2%	19%	7%
COc1cc(OC)cc(C(=O)NCC(=O)N2CCN(c3ccc(O)cc3)CC2)c1	2.8%	?	-4%	0%	-2%	-1%	-4%	7	-13%	-11%	-15%
COC(=O)[C@]1(C)N[C@H](CN(C)C(C)=O)[C@@H]2C(=O)N(Cc3ccccc3)C(=O)[C@@H]21	-0.8%	12%	1%	1%	16%	-1%	0%	-11	-1%	nt	4%
COc1ccc(C2=NOC(C(=O)N3CCOCC3)C2)cc1OC (configuration not stated)	0.1%	?	0%	-4%	nt	-1%	12%	16	2%	-1%	1%
O=C(c1ccc(OCC2CCCO2)cc1)N1CCN(c2ccccc2)CC1 (configuration not stated)	-0.3%	2%	0%	-2%	7%	-6%	3%	2	-6%	0%	3%
O=C(NNC(=O)c1ccc(-c2ccccc2)cc1)Nc1ccccc1F	0.3%	-1%	1%	0%	-2%	-19%	-4%	-19	-2%	-3%	4%
Cc1cccc(C(=O)NCC(=O)NCCSc2ccc(Br)cc2)c1	-0.1%	0%	0%	1%	1%	0%	-5%	-10	-3%	2%	-4%
N#Cc1c(C(F)(F)F)cc(-c2ccc(Cl)cc2)[nH]c1=O	-0.3%	-2%	3%	-4%	-2%	-6%	-18%	?	?	1%	0%
COc1ccc(CCNC(=O)c2cnc3ccccn3c2=O)cc1	-1.2%	?	0%	-6%	-1%	-2%	1%	-1	-2%	9%	3%
CCOC(=O)CN(C(=O)CSc1nnc(-c2ccncc2)n1CCCOC)c1ccccc1	0.0%	1%	7%	1%	1%	-2%	7%[46.1 µM]	-2	-6%	4%	-1%
Cc1ccc(S(=O)(=O)N2CCOCC2)cc1C(=O)OCC(=O)NCCc1ccc(F)cc1	-0.1%	-25%	2%	-2%	0%	1%	3%	-13	0%	nt	-13%
Brc1cccc(CNCc2cccs2)c1	-0.8%	11%	3%	0%	1%	7%	-5%[46.1 µM]	-7	?	1%	-6%
COc1ccccc1NC(=O)Nc1nc(CC(=O)Nc2ccccc2F)cs1	0.2%	-30%	-1%	0%	12%	-11%	4%	-10	?	2%	0%
COc1ccc(N2CCN(C(=O)c3ccc(COc4ccc([N+](=O)[O-])cc4)o3)CC2)cc1	0.2%	21µM*	2%	-5%	-14%	1%	-5%	-25	-5%	15%	0%
O=c1[nH]c(CSc2nnc(COc3ccccc3)n2-c2ccccc2)nc2ccccc12	-0.1%	?	-1%	-5%	-19%	-19%	4%	-13	?	-1%	0%
COc1ccc(/C=N/n2cnnc2SCc2ccccc2)cc1	-0.4%	6%	-2%	-2%	10%	2%	-3%	-10	-8%	2%	-2%
C/C(CC(C)C)=N\NC(=O)Nc1ccccc1	0.3%	?	0%	0%	1%	-5%	-7%[46.1 µM]	11	5%	-2%	3%
COc1cc(C(=O)Nc2ccc3c(c2)C(=O)N(CCC(=O)O)C3=O)cc(OC)c1OC	0.4%	2%	4%	-3%	0%	1%	-6%	-2	1%	-7%	13%
O=C(NC(=S)Nc1cc(-c2nc3ccccc3[nH]2)ccc1Cl)c1ccc2c(c1)OCO2	-0.5%	?	0%	2%	-8%	2%	-5%	-8	6%	23%	2%
O=C(COc1nsnc1N1CCOCC1)Nc1ccc(Br)cc1	0.1%	15%	4%	-1%	-2%	0%	-3%	-8	-22%	-9%	1%
CC(=O)c1c(C)n(CC(=O)NCc2ccco2)c2ccccc12	-0.2%	?	1%	1%	2%	5%	3%	3	-10%	-1%	0%
CCn1nnc(NC(=O)c2ccco2)n1	0.0%	20%	-2%	-1%	3%	5%	0%	-3	-2%	-2%	2%
COc1ccc(/C=C/C(=O)NNc2cc(=O)n(C)c(=O)n2C)cc1OC	-1.0%	-6%	7%	-1%	3%	-27%	4%	-3	9%	0%	-2%
Cc1ccc(C(=O)N2CCN(S(=O)(=O)c3ccc(Br)cc3)CC2)o1	-0.4%	-2%	0%	-3%	6%	8%	-6%	-7	?	2%	-3%
Cc1cc(C)cc(-c2nc(-c3ccncc3)no2)c1	0.0%	?	1%	-5%	-8%	5%	-61%	-17	?	0%	0%
CCCCN=C(C)C1=C(O)CSC1=O	0.2%	-11%	1%	0%	5%	13%	-65%	1	0%	-2%	-4%
Clc1ccc(Nc2c3c(nc4ncnn24)CCC3)cc1	-0.5%	?	2%	0%	6%	-3%	7%	-3	?	-3%	2%
COc1ccc(C(=O)N(C)Cc2ccc(C)o2)cc1OC1CCN(C(C)=O)CC1	-0.6%	21%	5%	1%	-3%	-5%	-6%	24	-3%	2%	-20%
CCCCn1c(N)c(N(CC)C(=O)c2cc(C)cc(C)c2)c(=O)[nH]c1=O	0.1%	10%	2%	-3%	-2%	-13%	0%	2	3%	7%	-1%
Cc1ccc(SC(C)C(=O)NCc2cccnc2)cc1 (configuration not stated)	-1.1%	-3%	3%	0%	2%	-10%	0%	2	0%	1%	1%
CCCOc1c(OC)cc(Cl)cc1C1NC(=O)NC(C)=C1C(=O)NCc1ccccc1 (configuration not stated)	0.5%	2%	5%	nt	4%	12%	nt	-3	-24%	-5%	4%
CCOC(=O)/C(=N\Nc1ccccc1Cl)N1CCN(c2ccccc2OC)CC1	0.0%	?	2%	1%	-98%	8%	-1%	4	-1%	10%	1%
C=CCn1c(NC(C)c2cc(Cl)ccc2O)nc2ccccc21 (configuration not stated)	-1.0%	?	-18%	-2%	11%	-3%	-3%	32	?	11%	-3%
S=C1NCN(Cc2ccco2)CN1c1cccc2ccccc12	0.2%	-21%	1%	-2%	-25%	8%	9%	-2	1%	1%	1%
CN(C)c1nnnn1Cc1ccc(Cl)cc1Cl	0.1%	-8%	1%	-4%	-5%	12%	2%	1	-2%	0%	3%
CN(Cc1ccccc1Cl)C(=O)C1CCC(=O)N(CCc2cccc(F)c2)C1 (configuration not stated)	0.2%	3%	2%	0%	5%	-1%	0%	5	-1%	-7%	-2%
CCOC(=O)N1CCN(C(=O)c2cccc(-n3c(=S)[nH]c4cc(Cl)ccc4c3=O)c2)CC1	0.0%	?	0%	-4%	nt	-10%	-1%	-10	7%	0%	-4%
O=C(Cc1cccs1)NCCn1ccc2ccccc21	2.8%	?	2%	-4%	2%	-32%	2%	0	?	-1%	-4%
Cn1c(=O)c2c(ncn2CC(=O)N/N=C/C=C/c2ccco2)n(C)c1=O	-0.1%	-4%	1%	-2%	2%	-7%	-9%	13	-11%	1%	-21%
CCCCC(=O)Nc1cccc(C(=O)N/N=C/c2ccc(OC)cc2OC)c1	0.1%	-19%	0%	-3%	-1%	-3%	-2%[46.1 µM]	12	-19%	-6%	-4%
C=CSc1sc(Cl)c(N(C)C)c1[N+](=O)[O-]	0.4%	?	0%	3%	1%	2%	0%	-9	1%	2%	-3%
COc1ccc(N=Nc2c(C)n[nH]c2C)cc1	0.4%	?	-2%	-9%	-1%	2%	-3%	-7	?	-1%	0%

Rows were taken by chance, and some 3% of all compounds hit somewhere here.
